Screens: PubChem, several laboratories
MRP1 act: activates MRP-1; H69AR cells + doxorubicin, viability rescue, CellTiter-Glo; viability increase, % at 10 µM; 0.61% of 140,000 active;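 active = viability gain under doxorubicin at or above a set limit, the compound median plus 3 SD, cut at about 4.7% in these data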;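 also: MRP-1 overexpressing cells given doxorubicin 25 µM after compound pretreatment; 18-22 h compound pretreatment then 72 h with doxorubicin before readout; 0% = doxorubicin-only wells and 100% = vehicle-treated cells without doxorubicin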
NPY-Y2 antag: antagonists of human neuropeptide Y receptor Y2 | NPY-Y2 expressing cells, antagonist mode | AID 793 | inhibition, % at 2.7 µM | P49146 | 0.99% of 140,000 active; in the data active = inhibition above about 17%;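 also: 0% = vehicle with agonist challenge and 100% = reference antagonist with challenge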
Target sequence (P49146 whole entry, looked up): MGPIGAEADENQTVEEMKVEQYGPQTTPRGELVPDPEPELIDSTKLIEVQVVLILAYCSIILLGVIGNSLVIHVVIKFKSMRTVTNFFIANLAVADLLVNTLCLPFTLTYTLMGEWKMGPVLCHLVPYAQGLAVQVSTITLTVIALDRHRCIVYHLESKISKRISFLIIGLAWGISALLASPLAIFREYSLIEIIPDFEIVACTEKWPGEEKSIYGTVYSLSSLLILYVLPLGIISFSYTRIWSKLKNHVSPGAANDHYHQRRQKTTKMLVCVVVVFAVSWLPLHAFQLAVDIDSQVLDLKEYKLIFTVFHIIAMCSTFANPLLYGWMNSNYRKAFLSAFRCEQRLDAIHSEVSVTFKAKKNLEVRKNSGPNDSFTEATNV
Phagocyt inh: inhibitors of macrophage phagocytosis | J774A.1 macrophage IgG-bead phagocytosis, imaging | inhibition, % at 5 µM | 0.07% of 110,000 active;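 active = inhibition above the mean of the plate negative controls plus 5 SD, cut at about 13% in these data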;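 also: phagocytic index as fraction of beads internalized from green versus red external bead signal; plate controls were DMSO negative control for no effect and cytochalasin-D positive control for full effect; some results beyond the cut were filed as inactive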
Yeast growth inh: reduces growth of yeast BB579 in restrictive medium; S. cerevisiae BB579 growth, OD615, 48 h; inhibition, % at 10 µM; 0.51% of 140,000 active;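 active = inhibition above a set limit, 3 SD over the mean compound inhibition, cut at about 44% in these data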; also: inactives centre near -24
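Test system: Saccharomyces cerevisiae DeaD strain BB579, replicative lifespan model yeast | Buffer or medium: Restrictive CSMM-D medium | Doses: One dose, 10 µM compound with 0.25% DMSO | Incubation: 48 h exposure, 30 °C | Detection: Culture absorbance at 615 nm | Control set: Amphotericin B at 10 µg/mL as positive control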
Yeast lifespan up: extends the lifespan of yeast; S. cerevisiae growth with nicotinamide, OD615; deaD strain in restrictive glucose medium; inhibition of the nicotinamide effect, % at 10 µM; 0.68% of 130,000 active; AID 775;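 active = inhibition above a set limit, placed 3 SD over the median of all compounds, cut at about 26% in these data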;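 also: 0% = nicotinamide-treated wells and 100% = cells grown without nicotinamide; some compounds called inactive have numbers as strong as hits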
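Buffer or medium: CSMM-D glucose medium, restrictive; test system: modified budding yeast, DeaD strain; compound: single dose 10 µM compound, 0.25% DMSO; schedule: culture preincubation 4 h, compound exposure 48 h, both 30 °C; detection: optical density (absorbance) at 615 nm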
E-sel TNF inh: blocks E-selectin expression induced by TNF alpha; AID 1246; inhibition, % at 2 µM; HUVEC TNFa-induced E-selectin immunofluorescence, high content; 0.71% of 120,000 active;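 active = inhibition above the batch mean plus 3 SD, and confirmed as a hit on visual image review, cut at about 43% in these data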;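 also: 0% = TNF-stimulated DMSO wells and 100% = unstimulated control wells; not every result past the cut was called active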
GALR2 blocker: blocks the human galanin receptor 2 | inhibition, % at 4 µM | O43603 | GALR2-expressing cells, antagonist mode | 0.39% of 140,000 active; in the data active = inhibition above about 27%;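 also: cells stimulated with galanin 1-16 at roughly its EC80; 0% = agonist challenge control and 100% = basal control without agonist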
Target sequence (O43603 whole entry, looked up): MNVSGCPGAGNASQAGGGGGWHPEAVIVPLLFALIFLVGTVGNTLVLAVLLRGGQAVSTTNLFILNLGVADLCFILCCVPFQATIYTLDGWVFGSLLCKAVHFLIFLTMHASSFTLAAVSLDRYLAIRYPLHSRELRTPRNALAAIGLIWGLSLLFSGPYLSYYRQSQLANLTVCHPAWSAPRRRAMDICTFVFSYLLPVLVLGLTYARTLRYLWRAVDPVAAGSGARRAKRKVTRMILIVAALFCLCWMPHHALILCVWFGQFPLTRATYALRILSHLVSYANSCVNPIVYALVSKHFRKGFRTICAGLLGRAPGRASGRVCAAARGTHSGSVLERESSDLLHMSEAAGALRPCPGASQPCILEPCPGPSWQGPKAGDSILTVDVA
Measles CPE: protection of cells from measles virus. protection (pct of control), % at 4 µM. 1.5% of 140,000 active. Measles virus-infected cells, CPE protection, absorbance; in the data active = protection mostly above about 24%, no sharp cut-off; inactive = mostly below about 26%; also: some compounds called inactive have numbers as strong as hits
HCT116 bCat-KO: beta-catenin-lacking colon tumor cell growth suppression; 1.5% of 140,000 active; HCT116 beta-catenin knockout viability, CellTiter-Glo, 60 h; active compounds read low; viability, % at 10 µM; AID 818;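 active = viability at or under a set limit, the compound median less 4 SD, cut at about 6% in these data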;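 also: 0% = Hyamine 1622 control at 20 µM and 100% = untreated cell control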
HCT116 PTEN-null: PTEN-deleted cell growth suppression. HCT116 PTEN-null viability, CellTiter-Glo, 60 h; active compounds read low. viability, % at 10 µM. 1.2% of 140,000 active. AID 827;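 active = viability at or below a set limit, 4 SD under the median of all tested compounds, cut at about 3.7% in these data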;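 also: PTEN knockout HCT116 line with beta catenin targeted HCT116 as companion control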
The depositor's hits bear a star; x = not tested or not shown.

SMILES	MRP1 act	NPY-Y2 antag	Phagocyt inh	Yeast growth inh	Yeast lifespan up	E-sel TNF inh	GALR2 blocker	Measles CPE	HCT116 bCat-KO	HCT116 PTEN-null
CCOC(=O)c1c(C)[nH]c(C)c1C(=O)COC(=O)[C@@H](NC(=O)c1ccccc1OCC)C(C)C	-0.1	9.4	-2.0	-47.9	-11.1	0.0	2.5	10.1	77.6	84.9
Cc1ccc(C)c(NC(=O)c2ncn[nH]2)c1	-1.7	0.1	-0.5	-1.5	-11.8	-4.9	4.6	5.5	103.0	90.7
CCN(CC)S(=O)(=O)c1ccc2c(c1)nc(CCC(=O)OCc1c(C)noc1C)n2C	-0.7	4.0	0.3	-12.2	-6.0	-31.8	-11.4	3.5	98.9	103.9
CN(C)Cc1c(O)ccc2[nH]cnc12	-0.6	1.8	-1.9	-27.1	-12.4	8.9	8.1	17.5	97.0	109.2
COc1cc(/C=N/O)cc(Br)c1OCc1cccc(Cl)c1	-1.8	7.9	-2.5	-24.3	-10.6	-15.2	-5.8	16.2	83.8	80.6
CC(C)(C)NC(=O)C(c1ccccc1)N(C(=O)c1csnn1)C1CC1 (centres undefined)	-2.9	1.5	-1.8	-0.9	-4.5	x	-2.8	3.8	89.3	78.5
CC(C)(C)C(=O)Cn1c(=O)n(CC2CCCO2)c(=O)c2ccccc21 (centres undefined)	0.2	1.3	-2.2	-32.4	2.0	-1.0	1.0	7.7	89.2	93.8
COc1ccc(Br)cc1CNC(=O)Nc1cccs1	-0.2	1.8	x	-34.5	-12.8	1.9	-14.6	11.1	98.5	88.6
O=C(N/N=C/c1ccc(Br)o1)c1cncc(Br)c1	-1.8	0.3	-4.8	-28.4	-1.2	x	0.9	10.7	102.0	98.9
Cn1cc(Cl)nc1C(O)c1ccccc1 (centres undefined)	2.7	-0.5	-3.7	-46.9	-1.4	44.0	4.5	33.1	92.2	100.5
Cc1ccc2oc(Nc3nc(C)cc(C)n3)nc2c1	-1.5	5.0	0.9	-12.4	-6.0	x	9.3	7.8	92.5	89.1
O=C(Cc1ccccc1)Nc1cccc(N2CCCC2)c1	-1.9	4.1	-0.2	-67.5	-10.9	3.4	5.5	13.7	89.7	98.3
CN(C)c1ccc(N=Cc2ccco2)cc1	-0.5	-1.5	-0.4	-63.6	-1.5	x	2.2	8.0	66.5	76.3
O=c1[nH]c(C2CCCCC2)nc2ccccc12	-0.4	-0.4	-7.4	-14.3	2.8	x	-8.8	12.4	93.5	97.4
CCC1CCCCN1CCCn1c(=S)[nH]c2ccccc2c1=O (centres undefined)	-3.2	7.2	-3.6	8.4	5.9	8.6	2.8	4.3	90.8	81.3
Cc1ccc(N2C(=O)CC(Sc3nc4ccccc4o3)C2=O)cc1Cl (centres undefined)	2.5	4.0	x	-32.2	11.0	-5.2	1.2	5.5	89.1	107.2
O=C(CSc1ncnc2scc(-c3ccccc3)c12)N1CCN(c2ccccc2F)CC1	0.3	29.9*	-9.8	-33.4	-5.3	x	15.9	22.7	65.1	66.0
Cc1cc(NC(=O)CSc2nc3c(sc4ccccc43)c(=O)n2CCc2ccccc2)n[nH]1	-3.1	3.2	-0.1	-10.4	1.0	48.6	6.1	6.7	95.4	89.6
CCC(C(=O)Nc1ccccc1)c1ccccc1 (centres undefined)	-3.1	0.6	x	4.6	-1.9	10.9	7.7	15.3	85.0	92.5
CCOc1ccc(C(=O)Nc2c3c(nn2C(C)(C)C)CSC3)cc1OCC	-0.4	0.9	-1.1	-21.5	-1.8	x	-0.1	4.9	96.0	96.3
CCC(=O)N1CCC(c2ccc(OC)cc2)=N1	-0.8	-2.9	4.5	3.8	-7.6	x	1.9	29.8	94.8	104.9
COc1cc2c(cc1NC(=O)c1ccc(C(C)(C)C)cc1)CCCC2	-1.7	9.8	0.1	-3.1	-10.9	-22.5	1.2	7.1	69.2	66.4
CCCc1nnc(NC(=O)CCCN2C(=O)c3ccccc3C2=O)s1	-2.4	2.5	-1.9	-2.0	-6.6	-7.4	-2.2	12.3	89.5	95.3
COc1ccc(S(=O)(=O)Nc2ccc(S(=O)(=O)N3CCCCC3)cc2)cc1OC	0.8	3.9	-0.8	-29.5	-11.6	8.8	-7.0	12.8	99.0	106.8
COc1ccccc1CC(=O)O/N=C(\N)c1cccc([N+](=O)[O-])c1	-1.1	1.3	-0.4	-40.1	-22.7	-52.8	10.9	3.5	97.5	99.1
CCCc1nc2sc(C(=O)OCC)c(N)c2c2c1COC(C)(C)C2	0.8	1.9	0.9	-5.6	-11.6	19.3	-6.0	10.6	91.3	92.4
CCC1CCCCN1S(=O)(=O)c1ccc(NC(=O)c2cccs2)cc1 (centres undefined)	-0.3	-3.1	x	-29.6	x	-17.2	3.3	10.5	64.7	65.3
Cc1ccc(C(=O)Nc2ccon2)cc1S(=O)(=O)N1CCCCCC1	-2.7	12.6	0.7	-11.5	-6.7	10.1	-6.7	18.7	78.6	82.1
CC(=O)Nc1ccc(NC(=O)c2cc(C)nn2-c2ccccc2)cc1	-1.0	0.2	-1.0	-35.7	-10.4	1.6	-7.9	52.9*	94.8	93.7
CCNc1ccc(C(=O)OCC(=O)NC(C)c2ccccc2)cc1[N+](=O)[O-] (centres undefined)	-0.3	4.1	-6.7	-36.0	2.3	x	12.3	11.3	91.4	100.5
CSc1nnc(-c2ccco2)c(-c2ccco2)n1	-1.2	1.2	-0.2	-53.6	-18.2	24.6	-4.8	4.9	95.1	103.0
CCOC(=O)/C=c1\s/c(=C\c2ccc(C#N)cc2)c(=O)n1CC(=O)NCc1ccco1	-3.7	3.4	-2.4	-28.9	4.5	-5.6	11.4	5.0	82.8	100.9
Cc1ccccc1N(Cc1nnc2n1CCCCC2)C(=O)Nc1ccccc1	-0.3	0.7	-0.5	-59.2	-7.3	3.0	-8.4	5.3	105.9	107.2
COc1ccc(OC)c(N(CC(=O)N2CCC(C)CC2)S(=O)(=O)c2ccc(OC)c(OC)c2)c1	-3.1	0.8	-2.6	-29.4	-2.0	34.9	3.4	2.5	89.6	90.2
Cc1cccc2nc(-c3ccccc3)nc(N[C@@H](CO)c3ccccc3)c12	-4.4	-0.9	-2.5	-12.3	-3.2	x	-0.1	11.3	53.2	41.6
Cc1ccc(NC(=O)c2ccc3c(c2)OCCO3)cc1S(=O)(=O)Nc1cccc(Cl)c1	3.6	2.1	-0.4	-15.5	-3.9	4.3	-7.5	5.3	53.6	46.0
O=C(NNC(=O)c1sc2cccc(Cl)c2c1Cl)NC1CCCCC1	0.5	1.6	x	-38.4	-10.3	-13.1	-3.9	1.0	68.5	44.0
CCOC(=O)c1c(C)n(C)c2ccc(OCC(O)CNC(CC)CO)cc12 (centres undefined)	-1.4	4.8	-1.8	-2.6	-9.6	x	-0.7	15.8	64.3	72.1
Cn1c(=O)c2c(nc(NC(Cc3ccccc3)C(=O)O)n2Cc2ccccc2)n(C)c1=O (centres undefined)	-0.1	1.5	-3.1	-26.4	3.0	x	-2.1	9.9	88.3	94.5
COc1cc(-c2nnc(SCC(=O)N3CCCC3)o2)cc(OC)c1OC	-3.6	4.9	0.2	-23.0	-5.6	7.9	5.6	14.0	95.5	96.6
CC(C)(C)C(=O)NCCCc1ccccc1	-1.0	1.7	x	-9.9	-15.1	2.2	-1.6	4.7	88.8	98.4
CCOC(=O)c1sc(NC(=O)C(C)(C)C)cc1C	0.7	6.4	0.1	-13.1	-6.3	11.4	11.8	6.2	105.3	110.1
COc1ccc2[nH]c3c(=O)n(N)c(C)nc3c2c1	-1.8	3.6	-4.7	-21.9	-1.8	x	12.3	4.0	81.3	100.3
CSc1nnc(-c2ccc(S(=O)(=O)N3CCOCC3)cc2)n1CC1CCCO1 (centres undefined)	-0.1	3.3	1.6	-12.9	-8.3	x	-5.6	4.2	81.5	94.2
NNc1nc2c(F)cc(F)cc2s1	-1.1	3.2	-5.5	-35.0	-3.9	x	-1.6	3.7	88.0	87.2
Cc1nn(C)c(C)c1CN(C)C(=O)c1cc2n(n1)C(C(F)(F)F)CC(c1cccs1)N2 (centres undefined)	-2.3	-1.0	x	-20.2	9.1	-30.4	-7.9	10.1	78.3	77.5
Cc1ccc(NC(=O)COC(=O)c2ccccc2-c2nc3ccccc3s2)c(C)c1	-0.9	6.0	-0.5	-23.6	-0.2	x	5.8	24.9	88.7	91.4
Cn1c(=O)c2c(nc(NCCCO)n2CCc2ccccc2)n(C)c1=O	-2.5	1.9	x	-26.5	0.9	27.9	-1.9	9.8	88.2	94.3
Cc1cc(NS(=O)(=O)c2ccc(NC(=O)COc3ccccc3Cl)cc2)no1	0.2	4.9	0.0	-25.1	3.0	-44.2	0.1	6.4	104.0	97.5
CCc1nc2c(nnn2Cc2ccc(F)cc2)c(=O)[nH]1	-2.6	-0.1	-1.6	5.5	-2.7	-24.0	4.1	12.0	87.4	85.2
COc1ccc(S(N)(=O)=O)cc1C(=O)NCCCN1CCN(c2ccc(C)cc2)CC1	-0.2	0.3	x	-22.4	58.2*	13.8	-1.8	4.8	84.7	105.3
O=C(Nc1ccc2ccccc2c1)/C(=C/c1cccc(Br)c1)NC(=O)c1ccco1	-1.7	7.9	-2.6	-32.8	-1.2	13.8	-6.9	2.6	99.5	82.8
Cc1ccc(S(=O)(=O)N2CC3(C)CN(S(=O)(=O)c4ccc(C)cc4)CC(C)(C2)C3=O)cc1	-3.4	-0.4	x	-59.5	-18.7	-15.8	0.3	4.0	93.0	92.8
Cc1cc(C)cc(OCC(=O)Nc2ccc3c(c2)C(=O)c2ccccc2C3=O)c1	-3.1	1.7	23.2	-36.3	-4.2	x	-0.7	6.6	95.2	106.5
COc1cc(/C=N/Nc2nc3ccccc3[nH]2)ccc1O	-4.0	-1.6	-1.8	-18.7	-5.7	x	12.8	18.8	86.4	70.3
CCOC(=O)C1CCCN(c2ncnc3c2[nH]c2cccc(OC)c23)C1 (centres undefined)	-2.6	1.4	-0.2	-5.0	-18.5	x	10.1	2.6	98.2	96.1
O=C(C1c2ccccc2Oc2ccccc21)N1CCN(c2ccc(Cl)cc2)CC1	-1.9	9.7	2.0	-44.1	-5.9	-20.8	3.3	10.7	43.4	38.3
CCOC(=O)c1cc(-c2ccccc2)nn1-c1ccccn1	-1.2	3.7	1.8	-12.3	-8.1	-1.0	0.2	1.6	99.9	97.5
CC(C)(C)c1ccc(OCC(=O)O)cc1	-2.3	1.8	-3.3	-36.3	5.0	-13.3	-3.5	3.2	91.9	90.8
Cc1cc(C)c[n+](-c2nc([O-])sc2C=O)c1	-1.7	-0.5	-1.4	-17.1	-8.0	20.0	-0.4	7.2	96.1	96.9
c1ccc(OCCOCCSc2ncccn2)cc1	-0.9	-1.5	x	-3.4	-18.3	-5.7	3.0	2.8	94.6	100.5

Outcome played no part in choosing rows. About 6.1% of those tested had a hit in this group.
